RXFP1 antagonist – antagonists of human relaxin receptor RXFP1; activity change, negative = inhibition, % at 57.5 µM; 350,000 tested, 0.59% active; AID 1259400; HEK293-RXFP1, relaxin-stimulated cAMP HTRF, 30 min; hits give low values;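 active means activity change of -60% or lower, but not beyond a set lower limit; inconclusive means change between -60% and -40%, or beyond the set limit; inactive means change above -40%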; further: on the % scale 0 is the no-effect control and ±100 the full control effect
D1 PAM – human D1 dopamine receptor positive modulation; P21728; AID 504651; 360,000 tested, 0.036% active; potentiation, % at 10 µM; HEK293 TREx D1 cells, calcium flux, dopamine EC20 potentiation; in the data active means potentiation above about 30%; further: 0% is about no effect
Target sequence (P21728 whole entry, looked up): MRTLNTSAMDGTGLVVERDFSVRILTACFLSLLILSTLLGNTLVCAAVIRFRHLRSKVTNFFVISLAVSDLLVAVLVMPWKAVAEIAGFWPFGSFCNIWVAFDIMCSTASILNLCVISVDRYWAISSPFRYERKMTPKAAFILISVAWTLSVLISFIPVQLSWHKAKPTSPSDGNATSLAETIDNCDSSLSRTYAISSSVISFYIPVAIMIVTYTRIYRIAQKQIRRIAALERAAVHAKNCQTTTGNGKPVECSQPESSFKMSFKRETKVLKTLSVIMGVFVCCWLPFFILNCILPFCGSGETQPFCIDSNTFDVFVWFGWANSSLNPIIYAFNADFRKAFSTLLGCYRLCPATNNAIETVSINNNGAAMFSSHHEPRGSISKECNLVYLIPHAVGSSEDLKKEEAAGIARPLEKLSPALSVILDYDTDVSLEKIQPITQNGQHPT
TRHR agonist – agonists of human TRH receptor | P34981 | TRHR cells, calcium flux fluo-8, FDSS agonist mode | activation, % at 2 µM | 360,000 tested, 0.18% active | AID 493084; in the data active means activation above about 30%; further: 0% is about no effect
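Fluo-8-loaded TRHR cells; 10 s baseline, compound added, kinetic Ca2+ fluorescence read 1/s, agonist mode.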
RXFP1 agonist – RXFP1 (human) receptor agonism. Potency, µM (top dose mostly 57.5 µM), for inactives: at the highest dose activation, most hits filed as activators. Q9HBX9. HEK293T-RXFP1 cAMP TR-FRET, 30 min; response scale: percent of porcine relaxin response, buffer zero. 370,000 tested, 0.3% active; further: potency means the concentration at half of the fitted maximal effect; on the % scale 0 is the no-effect control and ±100 the full control effect; nearly all actives have a fitted effect of over 60% in size; many of its hits are not listed in these tables
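Agonist response is measured as cAMP accumulation in an RXFP1-transfected HEK293T line under PDE4 inhibition. Values are scaled between buffer-only and 29 nM porcine relaxin, and EC50s come from standard Hill equation fits.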
D1 ag – activates the human D1 dopamine receptor; P21728; HEK293 T-REx D1 cells, calcium flux, agonist mode; activation, % at 2 µM; 360,000 tested, 1% active; AID 504660; in the data active means activation above about 30%; further: 0% is about no effect
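Agonism was scored from calcium flux recorded over 180 s (1 read/s) after pintool compound addition, following a 10-cycle baseline. Cells were inducible force-coupled HEK293 TREx D1, plated overnight at 30 C and loaded with no-wash calcium dye.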
D1 antagonist – human D1 dopamine receptor antagonism. P21728. HEK293 TREx D1 cells, calcium flux, dopamine EC80; hits give low values. activity change, negative = inhibition, % at 10 µM. 360,000 tested, 3.2% active; in the data active means activity change below about -30%; further: on the % scale 0 is the no-effect control and ±100 the full control effect
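Using tetracycline-induced force-coupled D1 Hek293 cells and a calcium dye, signals were followed for 180 s after compound, then for 180 s after EC80 dopamine, to detect inhibitors.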
Anesthetic bind – binds horse apoferritin like a general anesthetic; apoferritin/1-aminoanthracene competitive binding, fluorescence; Potency, µM (highest dose often 77.5 µM), inactives show top-dose activity change, negative = displacement, hits mostly inhibitors; 350,000 tested, 0.074% active; AID 485281; further: potency means the concentration at half of the fitted maximal effect; on the % scale 0 is the no-effect control and ±100 the full control effect; nearly all actives have a fitted effect of over 20% in size
Target sequence (P02791 2-175 limits assumed): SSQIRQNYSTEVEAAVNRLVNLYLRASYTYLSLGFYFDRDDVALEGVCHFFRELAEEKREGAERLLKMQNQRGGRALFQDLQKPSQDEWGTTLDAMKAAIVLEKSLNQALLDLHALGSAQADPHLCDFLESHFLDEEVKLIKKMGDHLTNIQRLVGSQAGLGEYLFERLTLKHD
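10 uM apoferritin + 50% sat. 1-AMA, PBS; cpd 10 min RT; Ex380/Em535 endpoint; normalized to free probe vs complex; 4-param Hill fit; propofol titration as pos. ctrl.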
TRHR PAM – allosteric enhancers of human TRH receptor; P34981; enhancement, % at 2 µM; TRHR cells, fluo-8 calcium fluorescence, EC20 TRH enhancement; 360,000 tested, 0.66% active; in the data active means enhancement above about 30%; further: 0% is about no effect
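Enhancer read-out: after compound pinning and an initial kinetic agonist-mode read, an EC20 of TRH (10 nM final) was injected and fluo-8 calcium signal (Ex 480/Em 530) followed at 1 s/cycle for 100 cycles in TRHR-expressing cells.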
D2 potentiator – positive allosteric modulators of human D2 dopamine receptor; P14416; HEK293 T-REx D2, calcium flux, EC20 dopamine potentiation; potentiation, % at 10 µM; 340,000 tested, 0.34% active; AID 485347;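 active means potentiation over 3 SD above the plate norm, cut at about 30% in these data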; further: 0% is about no effect
Target sequence (P14416 whole entry, looked up): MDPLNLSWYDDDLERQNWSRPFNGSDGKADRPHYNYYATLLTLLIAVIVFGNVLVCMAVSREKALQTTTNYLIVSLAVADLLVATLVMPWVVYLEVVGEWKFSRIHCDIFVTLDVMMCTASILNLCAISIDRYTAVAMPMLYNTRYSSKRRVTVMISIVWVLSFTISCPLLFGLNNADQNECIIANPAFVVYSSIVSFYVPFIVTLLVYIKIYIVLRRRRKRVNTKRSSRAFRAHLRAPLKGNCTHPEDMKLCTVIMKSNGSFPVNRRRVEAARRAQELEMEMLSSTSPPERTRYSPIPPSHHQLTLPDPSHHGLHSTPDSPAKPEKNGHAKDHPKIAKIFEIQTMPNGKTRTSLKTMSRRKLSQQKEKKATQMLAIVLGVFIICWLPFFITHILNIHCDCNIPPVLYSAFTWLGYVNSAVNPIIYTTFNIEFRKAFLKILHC
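Potentiation of an EC20 dopamine calcium response is measured in a force-coupled, tetracycline-inducible Hek293 Trex D2 line. Compound-only kinetic reads over 180 s flag agonists before dopamine addition.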
* hit, by the source's call; ? = inconclusive; / = no result given; & = joins results of further samples. Unless noted, the call rests on the fitted dose curve; in most records, active means well fitted curve in the direction sought with a large enough effect; inconclusive means small, poorly fitted or top-dose-only effect, or another doubt; inactive means no such curve, though single readings can be large; an effect the other way counts as inactive or inconclusive. Not all compounds are listed; rates above refer to the full screens.

SMILES	RXFP1 antagonist	D1 PAM	TRHR agonist	RXFP1 agonist	D1 ag	D1 antagonist	Anesthetic bind	TRHR PAM	D2 potentiator
C(=N\Nc1ccccn1)/c1cccnc1	1	0	0.3	-4.7%	0	6	-4%	5	10
CCN(CC)C(=S)Nc1c(C)n(C)n(-c2ccccc2)c1=O	-3	-3	0.1	1.1%	2	10	-4%	-1	1
CCc1nnc(NC(=O)CSc2nnc(-c3cccnc3)n2CC)s1	-3	-4	0.2	4.0%	5	4	-9%	7	0
COc1ccc(OCc2cc(C(=O)N3CCC(c4ccccc4)CC3)no2)c(Cl)c1	2	-5	-1.5	-0.1%	35*	-3	-11%	5	7
CC(C)(C)NC(=O)C(c1ccncc1)N(Cc1cccs1)C(=O)Cn1nnc(-c2ccc(F)cc2)n1 (configuration not stated)	-7	-2	0.7	0.4%	0	-33*	-16%	-3	-2
Cc1ccc(C(=O)NC(=S)Nc2ccc(NC(=O)c3cccc(Cl)c3)cc2)cc1	1	-8	4.9	2.5%	3	-24	0%	16	-7
Cc1cccc(NC(=O)CCNC(=O)c2ccc(Br)cc2)c1	-10	-3	-0.2	-1.5%	-3	-5	-4%	-3	-27
COc1ccc(CN2CC(=O)N(c3cccc(Cl)c3)C2=S)cc1OC	9	-7	0.1	0.0%	10	4	-4%	-4	-18
Cc1cc(NC(=O)CSc2ccc3ccccc3c2)no1	-10	-7	0.0	-0.6%	3	1	?	-1	-3
CCOC(=O)c1cccc(NC(=O)CSc2nc3ccccc3c(=O)n2CC)c1	-5	-3	-0.2	3.8%	1	-13	2%	-1	4
O/N=C(\c1ccccc1)C(O)c1ccccc1 (configuration not stated)	-6	-4	0.8	3.5%	6	-5	-9%	6	-1
CCN(CC)Cc1c(C(=O)N/N=C/c2ccncc2)nnn1-c1nonc1N	2	-6	0.9	4.7%	3	0	-7%	2	0
CC(=O)Nc1nc2c(C)cc(NC(=O)C3CCCCC3)cc2s1	1	-1	0.4	1.6%	3	-18	1%	3	-2
O=C(O)c1cn(Cc2ccccc2)nc1-c1cccnc1	0	-3	0.2	3.3%	4	1	-5%	1	-11
CC(C)n1nc(C(=O)NC2CCCCCC2)c2ccccc2c1=O	-5	-1	-0.9	4.7%	3	6	/	-4	-3
COc1ccc(C(C(=O)NC2CCCCC2)N(C(=O)CCl)c2ccc(Cl)cc2)cc1 (configuration not stated)	-1	-2	0.7	0.7%	11	-1	7%	-5	-2
Cc1cc(C(=O)Nc2nnc(C3CCCCC3)s2)no1	3	-1	0.4	1.7%	2	8	-18%	-6	-3
O=C(Cn1cc([N+](=O)[O-])cn1)Nc1cccnc1	-5	-5	0.5	19%	4	23	-11%	-4	-6
NC(=O)CC(NC(=O)c1ccccc1)c1ccc(NCc2ccccn2)c([N+](=O)[O-])c1 (configuration not stated)	/	-6	-0.1	-0.2%	0	-5	-11%	3	-9
CC(=O)Nc1cccc(NC(=O)c2ccccc2OCc2c(C)noc2C)c1	-10	4	-0.3	0.0%	3	4	/	4	6
COc1ccc(/C=N/NC(=O)c2ccccc2O)cc1COc1ccccn1	12	-5	-0.1	-0.8%	2	3	-6%	11	-2
COc1cccc(NC(=S)NCc2cccs2)c1	-8	-3	-0.3	0.8%	2	-11	4%	1	5
CC(C)(C)C(=O)Nc1ccc(-c2nc3ccccc3s2)cc1	-23	0	0.9	6.6%	-1	0	3%	-7	11
O=C(Nc1cc2c3c(c1)CC(=O)N3CCC2)c1ccc(Cl)cc1	-11	-5	-0.1	1.8%	0	20	/	9	-6
Cc1c(/C=C(\C#N)c2nn(-c3ccccc3)c(N)c2C#N)c2ccccc2n1Cc1ccc(F)cc1	5	-3	0.0	-1.8%	3	-19	-1%	-4	-10
O=C(Nc1ccccc1N1CCCCC1)c1cccc(OC(F)F)c1	-24	0	0.5	2.8%	7	11	-14%	-7	-3
CCC(Sc1nc2n[nH]c(C)c2c(=N)n1-c1cccc(Cl)c1)C(=O)NCCOC (configuration not stated)	-15	-10	0.4	3.9%	4	-11	-16%	8	13
O=C(NCC1CCCO1)c1cccnc1Nc1ccccc1F (configuration not stated)	-13	2	-0.1	1.8%	1	-1	-12%	2	13
Cc1ccc(-c2nc(CN3CCCCC3CCN3CCCC3=O)c(C)o2)o1 (configuration not stated)	-15	0	-0.2	2.8%	0	-2	-10%	-1	/
CN(C)C(CNc1ccc(C(N)=O)cc1[N+](=O)[O-])c1ccccc1 (configuration not stated)	-19	/	1.0	-1.1%	2	1	-12%	-5	0
CCOc1ccc(C(C)NC(=O)c2ccc3c(c2)NC(=O)C(C)S3)cc1OCC (configuration not stated)	0	-6	-1.1	0.1%	2	-21	/	12	-1
CCC1CCCCN1C(=O)CCS(=O)(=O)c1ccccc1 (configuration not stated)	-1	2	0.2	-0.7%	3	-23	-9%	2	/
Cc1ccc(NC(=O)CCN2C(=O)CSC2=O)c(C)c1	-31	-4	-0.3	-0.7%	4	8	-10%	4	-3
COc1ccc(NC(=S)NC23CN4CN(CN(C4)C2)C3)c(OC)c1	-16	0	1.4	0.1%	1	-11	-6%	2	0
COC(=O)c1nccnc1C(=O)Nc1ccccc1N1CCOCC1	-1	10	0.3	0.4%	4	-16	-3%	3	-10
Cc1cccc(-[n+]2c(-c3cccc(Br)c3)[nH]c3nc4ccccc4nc32)c1	-12	0	-0.6	7.7%	1	-2	-4%	-2	-6

Part of the list above in order of SMILES length, high to low:
SMILES	RXFP1 antagonist	D1 PAM	TRHR agonist	RXFP1 agonist	D1 ag	D1 antagonist	Anesthetic bind	TRHR PAM	D2 potentiator
Cc1cccc(-[n+]2c(-c3cccc(Br)c3)[nH]c3nc4ccccc4nc32)c1	-12	0	-0.6	7.7%	1	-2	-4%	-2	-6
COc1ccc(NC(=S)NC23CN4CN(CN(C4)C2)C3)c(OC)c1	-16	0	1.4	0.1%	1	-11	-6%	2	0
COC(=O)c1nccnc1C(=O)Nc1ccccc1N1CCOCC1	-1	10	0.3	0.4%	4	-16	-3%	3	-10
Cc1ccc(NC(=O)CCN2C(=O)CSC2=O)c(C)c1	-31	-4	-0.3	-0.7%	4	8	-10%	4	-3

Next structures follow:
SMILES	RXFP1 antagonist	D1 PAM	TRHR agonist	RXFP1 agonist	D1 ag	D1 antagonist	Anesthetic bind	TRHR PAM	D2 potentiator
O=C(Nc1nnc(S(=O)(=O)N2CCOCC2)s1)c1cccc(Br)c1	-3&-29	-2&-1	-0.1&0.4	8.7%&1.4%	20&2	-27&7	4%&-13%	-1&0	11&-7
Cc1[nH]c(=S)c(C#N)c(-c2ccccc2)c1C(=O)Nc1ccccc1	5	2	2.6	4.6%	3	12	-1%	-1	6
CCNC(=O)c1ccc(NC(=O)CC2SC(N3CCCCC3)=NC2=O)cc1 (configuration not stated)	5	-6	1.2	3.5%	4	-6	/	-1	18
C=CCn1c(N)cc(=O)nc1SCC(=O)Nc1ccccc1	-3	-4	0.1	0.6%	3	0	-13%	1	-1
S=C(NCCSCc1c(Cl)cccc1Cl)Nc1ccccc1	-10	-4	1.5	-2.2%	16	-1	-19%	-15	0
COc1ccc2ccc(OC)c(/C=N/n3cnnc3)c2c1	7	3	0.0	-0.5%	1	4	0%	-2	/
CCn1c2ccccc2c2cc(NC(=O)COC(=O)c3ccc(O)cc3)ccc21	-1	-3	-0.8	2.5%	0	-9	/	-4	-1
Cc1c(C(=O)NC2CCN(Cc3ccccc3)C2)oc2c(Cl)cccc12 (configuration not stated)	-37	-4	-0.8	-4.4%	3	-1	0%	6	/
O=C(CN1C(=O)c2ccccc2C1=O)N1CCN(c2ccccn2)CC1	-4	0	0.1	1.3%	1	-30*	-10%	-4	-2
COc1ccc(C(=O)Nc2ccc(-c3nnn(CC(=O)N4CCN(C(=O)c5ccco5)CC4)n3)cc2)cc1	-5	4	0.5	0.6%	3	-6	-15%	3	0
CSC(=Nc1ccc(Cl)cc1)N[n+]1ccccc1	/	8	0.3	-1.0%	3	-1	-11%	9	-7
Cc1cccc(C)c1NC(=O)c1ccc(CN2CCc3ccccc3C2)cc1	3	-3	-1.0	4.9%	7	-15	-19%	8	16

Grouped by structure, the entries above with a furan ring, fused or not.
SMILES	RXFP1 antagonist	D1 PAM	TRHR agonist	RXFP1 agonist	D1 ag	D1 antagonist	Anesthetic bind	TRHR PAM	D2 potentiator
Cc1ccc(-c2nc(CN3CCCCC3CCN3CCCC3=O)c(C)o2)o1 (configuration not stated)	-15	0	-0.2	2.8%	0	-2	-10%	-1	/
Cc1c(C(=O)NC2CCN(Cc3ccccc3)C2)oc2c(Cl)cccc12 (configuration not stated)	-37	-4	-0.8	-4.4%	3	-1	0%	6	/
COc1ccc(C(=O)Nc2ccc(-c3nnn(CC(=O)N4CCN(C(=O)c5ccco5)CC4)n3)cc2)cc1	-5	4	0.5	0.6%	3	-6	-15%	3	0

Continuation:
SMILES	RXFP1 antagonist	D1 PAM	TRHR agonist	RXFP1 agonist	D1 ag	D1 antagonist	Anesthetic bind	TRHR PAM	D2 potentiator
O=C(Nc1ccc(F)cc1)c1cccc2c1C(=O)N(CC1CCCO1)C2 (configuration not stated)	-2	-7	0.0	11%	1	-10	-13%	1	-5
COc1ccc(C(=O)Cc2cnn(-c3ccccc3)c2)c(O)c1	2	-6	0.5	-0.8%	10	-22	-6%	4	-7
Cc1ccc(CNC(=O)c2nccnc2C(=O)O)cc1	-4	-5	0.5	0.6%	2	-28	-3%	-9	0
O=C(O)c1cccc(N/N=C(\N=Nc2ccccc2)c2ccccc2)c1	/	-8	0.0	1.7%	3	-9	/	-4	-3
Cc1cccc(C)c1OCc1cc(=O)n2ccsc2n1	/	-4	0.2	3.4%	-1	-5	-22%	0	-12
COc1ccc(-n2c(=O)c3c4c(sc3n3c(SCCC(C)C)nnc23)COC(C(C)C)C4)cc1 (configuration not stated)	/	-2	-0.9	2.2%	-1	-6	-8%	-4	-5
CCn1c(SCC(=O)Nc2ccc(C)cc2)nnc1-c1cnccn1	-8	0	-0.3	3.5%	0	-17	-12%	4	12

Single records (already shown):
O=C(O)c1cccc(N/N=C(\N=Nc2ccccc2)c2ccccc2)c1 reads RXFP1 antagonist = /; D1 PAM = -8; TRHR agonist = 0.0; RXFP1 agonist = 1.7%; D1 ag = 3; D1 antagonist = -9; Anesthetic bind = /; TRHR PAM = -4; D2 potentiator = -3
Cc1cccc(C)c1OCc1cc(=O)n2ccsc2n1 reads RXFP1 antagonist = /; D1 PAM = -4; TRHR agonist = 0.2; RXFP1 agonist = 3.4%; D1 ag = -1; D1 antagonist = -5; Anesthetic bind = -22%; TRHR PAM = 0; D2 potentiator = -12
COc1ccc(-n2c(=O)c3c4c(sc3n3c(SCCC(C)C)nnc23)COC(C(C)C)C4)cc1 (configuration not stated) reads RXFP1 antagonist = /; D1 PAM = -2; TRHR agonist = -0.9; RXFP1 agonist = 2.2%; D1 ag = -1; D1 antagonist = -6; Anesthetic bind = -8%; TRHR PAM = -4; D2 potentiator = -5
